# EP2 mod: EP2 receptor modulators, cAMP readout, primary screen, cell-based, HTRF cAMP, PGE2 stimulation; AID 940, 2007; induction, % at 25 µM; Prostaglandin E2 receptor EP2 subtype (Homo sapiens), P43116; 260,000 compounds, 0.83% hits; EP2-expressing cells, cAMP HTRF FRET, PGE2 co-stimulation;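 active means compounds whose cAMP rise, as percent of the full-agonist control response, exceeds 60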;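 further: rat C6 glioma line stably carrying human EP2 under a CMV promoter; the protocol text gives 20 µM as final concentration; 100% = response of wells given 1 µM PGE2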
# Target sequence (P43116 whole entry, looked up): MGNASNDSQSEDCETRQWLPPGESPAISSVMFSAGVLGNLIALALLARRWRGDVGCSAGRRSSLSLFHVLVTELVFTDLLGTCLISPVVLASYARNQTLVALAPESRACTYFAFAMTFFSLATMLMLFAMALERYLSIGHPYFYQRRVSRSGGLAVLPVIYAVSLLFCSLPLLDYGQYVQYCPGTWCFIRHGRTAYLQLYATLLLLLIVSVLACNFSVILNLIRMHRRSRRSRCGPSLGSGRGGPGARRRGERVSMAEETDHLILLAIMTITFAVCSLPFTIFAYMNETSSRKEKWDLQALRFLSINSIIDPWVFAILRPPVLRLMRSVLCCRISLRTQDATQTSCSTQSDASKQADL
# TNF death inh: inhibitors of TNF-alpha triggered necroptosis, primary screen, cell-based, Jurkat FADD-/-, single concentration | activation (protection from cell death), % at 10 µM | 220,000 compounds, 0.068% hits | Jurkat FADD-/- TNF necroptosis rescue, ATP luminescence, 24 h; 0 = TNF only, 100 = no-TNF cells;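 active means activation, meaning protection from cell death, of at least 50% relative to plate controls; inactive means activation below 50%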;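 further: necroptosis triggered by 40 ng/mL TNF-alpha added together with compound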
# L929 necroptosis: inhibitors of zVAD-triggered necroptosis, primary screen, L929 cells; viability rescue, % at 10 µM; 220,000 compounds, 0.38% hits; L929 zVAD necroptosis rescue, ATP luminescence, 24 h; with zVAD 60 µM; AID 1377, 2008;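 active means activation, scaled between plate controls, above about 75%, limit read from the data; inactive means activation under that limit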;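 further: 0% = zVAD with DMSO and 100% = DMSO alone without zVAD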
# Runt-CBFb FRET: inhibitors of RUNX1 Runt–CBFb binding, primary screen, biochemical, FRET, Cerulean-Runt, Venus-CBFb, uHTS | Runt-related transcription factor 1 (Homo sapiens) + Core-binding factor subunit beta … | 220,000 compounds, 0.46% hits | Cerulean-Runt/Venus-CBFb FRET ratio 530/480, 1 h | inhibition, % at 20 µM;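 active means inhibition over about 50% at 20 µM in the single-dose screen, limit read from the data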;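 further: 0% = DMSO wells and 100% = excess unlabeled CBFb competitor control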
#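 Assay system: Cerulean-Runt domain fusion protein, energy donor; Signal: fluorescence energy transfer, 422 nm excitation, 530/480 nm emission; Timing: 1 h compound exposure, room temperature; Control set: unlabeled CBFb; Medium: Tris buffer pH 7.5 with salts and BSA; Compound: single test concentration of 20 µM, 1% DMSO final; Probe or stimulus: Venus-CBFb 100 nM.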
# PERK inhibitor: block of dimerizer-induced PERK translation repression, primary screen, PERK inhibitor project, CHO PERK-DD cells, SEAP luminescence, HTS; inhibition, % at 5.6 µM; Eukaryotic translation initiation factor 2-alpha kinase 3 (Homo sapiens), Q9NZJ5; CHO PERK-DD fusion, SEAP luminescence translation reporter; 220,000 compounds, 0.17% hits;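 active means inhibition above the mean inhibition of all tested compounds plus 3 SD, set separately per screening campaign, cut at about 2.9% in these data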;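 further: PERK kinase domain activated by AP20187 dimerizer at 100 nM; 0% = DMSO with dimerizer and 100% = rapamycin at 8.4 µM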
# Hck Nef HTS: inhibitors of Nef-activated human Hck kinase, primary screen, biochemical, Z-Lyte FRET, 384-well, Hck-YEEI. 220,000 compounds, 0.68% hits. Tyrosine-protein kinase HCK (Homo sapiens), P08631. AID 463187, 2010. Recombinant Hck-YEEI plus Nef, Z-Lyte FRET kinase assay. inhibition, % at 20 µM;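 active means Hck-Nef kinase inhibition above about 50%, limit read from the data; inactive means inhibition below that limit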;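 further: 0% = DMSO with Hck plus Nef and 100% = Hck alone without Nef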
# Target sequence (P08631 whole entry, looked up): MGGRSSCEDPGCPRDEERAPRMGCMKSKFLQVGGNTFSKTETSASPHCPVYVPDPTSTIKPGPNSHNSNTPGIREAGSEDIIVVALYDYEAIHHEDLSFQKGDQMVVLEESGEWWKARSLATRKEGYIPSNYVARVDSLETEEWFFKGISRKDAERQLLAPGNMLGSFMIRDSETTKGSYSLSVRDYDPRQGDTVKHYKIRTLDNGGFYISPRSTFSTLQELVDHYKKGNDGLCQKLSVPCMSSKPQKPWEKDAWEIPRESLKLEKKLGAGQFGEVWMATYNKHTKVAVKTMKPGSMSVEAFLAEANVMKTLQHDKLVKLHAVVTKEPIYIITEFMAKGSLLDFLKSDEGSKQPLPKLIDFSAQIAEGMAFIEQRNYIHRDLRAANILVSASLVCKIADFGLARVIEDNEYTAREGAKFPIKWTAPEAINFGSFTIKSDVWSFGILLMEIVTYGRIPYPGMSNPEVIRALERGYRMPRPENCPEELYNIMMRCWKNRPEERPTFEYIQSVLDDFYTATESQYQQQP
# RBBP9 inh: human RBBP9 inhibitors, primary screen, biochemical, fluorescence polarization, FP-Rh probe, HTS | inhibition, % at 7.94 µM | recombinant RBBP9 | Serine hydrolase RBBP9 (Homo sapiens), O75884 | 220,000 compounds, 0.2% hits;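 active means inhibition above the campaign mean of all tested compounds plus 3 SD, cut at about 14% in these data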;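 further: plate controls were DMSO wells with RBBP9 for no effect and wells lacking RBBP9 protein for full effect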
# Target sequence (O75884 whole entry, looked up): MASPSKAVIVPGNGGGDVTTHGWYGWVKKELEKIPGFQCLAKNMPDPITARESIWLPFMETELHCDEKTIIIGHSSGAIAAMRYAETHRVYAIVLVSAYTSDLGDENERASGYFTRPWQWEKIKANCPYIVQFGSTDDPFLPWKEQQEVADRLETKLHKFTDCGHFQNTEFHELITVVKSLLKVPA
#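 Assay system: recombinant human RBBP9; Reagent: Serine-hydrolase probe FP-Rh, 375 nM pre-mixing; Doses: 7.94 µM single dose, 0.794% DMSO; Incubation: 30 min then 45 min, 25 °C; Detection: fluorescence polarization (mP), excitation 525 nm, emission 598 nm; Evaluation: percent inhibition from mP, scaled between DMSO and no-protein wells.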
# PGE2 EP2 inh: human EP2 receptor antagonists, primary screen, TR-FRET cAMP, C6 glioma cells. Prostaglandin E2 receptor EP2 subtype (Homo sapiens), P43116. C6 glioma cells expressing human EP2; cells stimulated with saturating PGE2. inhibition, % at 25 µM. 260,000 compounds, 0.52% hits. AID 1422, 2008;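 active means percent inhibition above 40 after rounding to a whole number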;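 further: rat C6 glioma host cells with rolipram phosphodiesterase inhibitor present; the protocol text gives 20 µM as final concentration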
# Runt-SMMHC FRET: inhibitors of RUNX1 Runt–CBFb-SMMHC binding, primary screen, biochemical, FRET, Cerulean-Runt, Venus-CBFb-SMMHC, uHTS; Cerulean-Runt/Venus-CBFb-SMMHC FRET ratio 530/480, 1 h; AID 1434, 2008; Runt-related transcription factor 1 (Homo sapiens) + Core-binding factor subunit beta …; 220,000 compounds, 0.74% hits; inhibition, % at 20 µM;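 active means mean inhibition across duplicate retests at 20 µM reaching about 50%, limit read from the data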;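 further: 0% = DMSO wells and 100% = wells with excess untagged CBFb-SMMHC; inhibitors lower the FRET ratio by blocking Runt binding to CBFb-SMMHC; some results filed as inactive read as strong as hits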
# Active calls of the source: *; i = inactive; . = no result given; & = joins results of further samples.
# Every second line gives: EP2 mod	TNF death inh	L929 necroptosis	Runt-CBFb FRET	PERK inhibitor	Hck Nef HTS	RBBP9 inh	PGE2 EP2 inh	Runt-SMMHC FRET
Cc1ccc(C)c(NS(=O)(=O)c2c(C)nn(C)c2C)c1
 : 19	-2.4	-0.3	-2	1.4	2	-8	8	-4
Cc1ccccc1NC(=O)OCc1cccnc1Oc1ccc(Cl)cc1
 : 19	3.0	0.7	-1	-0.8	5	-4	3	2
CC(C)C[C@H](NC(=O)NC(C)C)C(=O)O
 : 36	-0.6	1.1	1	0.5	3	5	5	-1
Cc1cc(C)c(C#N)c(SCc2cn3c(C)cccc3n2)n1
 : -20	2.4	-0.3	16	-1.3	0	-17	3	-9
CCOc1ccccc1NC(=O)COC(=O)c1cc[n+]([O-])cc1
 : 1	-0.2	-0.3	1	0.7	16	5	0	-5
Cc1cc(C)c(OCC(=O)Nc2nnc(-c3ccco3)o2)c(C)c1
 : -8	-0.6	0.7	1	0.3	-32	-6	0	0
Clc1ccc2nc(CSc3nnc4ccccn34)cn2c1
 : 4	-0.2	-0.3	1	0.0	1	-9	12	0
O=S(=O)(Nc1ccccn1)c1ccc(Cl)cc1
 : 7	2.0	0.8	0	0.5	-4	-3	7	-2
O=C(NN1C(=O)C2C(C1=O)C1C=CC2C12CC2)c1ccccc1 (stereo not drawn)
 : 29	0.2	1.3	-1	0.9	20	0	5	0
O=C(CCN1C(=O)c2cccc3cccc(c23)C1=O)Nc1ccon1
 : 10	-0.5	4.3	-2	0.6	19	-4	12	1
c1ccc(-c2ccccc2OCCOCCN2CCc3ccccc3C2)cc1
 : -5	2.2	-0.3	-1	0.8	13	-6	6	-3
COc1ccccc1OCCCC(=O)Nc1ccc([N+](=O)[O-])cc1Br
 : -49	-1.0	-0.5	0	0.4	2	-4	5	-4
Cc1ccc(-c2nc(CSCC(=O)N3CCN(c4ccccn4)CC3)c(C)o2)cc1
 : -17	-9.2	0.6	2	-0.6	6	-5	8	0
CCN(CC)c1nc(Nc2ccccc2)nc(Oc2ccc(=O)n(C)n2)n1
 : -19	1.1	0.4	-7	-0.3	2	-4	13	-7
Cc1ccccc1CS(=O)(=O)CCC(=O)NCc1ccccn1
 : 19	0.4	0.9	0	-0.4	0	-6	20	0
O=C(N/N=C/c1ccc(-c2ccccc2[N+](=O)[O-])o1)c1cncc(Br)c1
 : -9	-0.6	-0.4	16	1.0	3	-5	19	-3
CCCn1nnnc1SCC(=O)NCc1cccs1
 : -5	-0.2	0.1	-1	1.0	2	-4	17	1
CN1/C(=C\C=C2/C(=O)Oc3ccccc3C2=O)C(C)(C)c2ccccc21
 : -26	2.0	1.1	i	-0.7	3	-3	9	-440
Cc1cc(NC(=O)CSc2n[nH]c(N)n2)no1
 : 33	0.9	1.2	0	1.9	20	0	5	0
Cc1c(Cl)cccc1NC(=O)CCC(=O)N/N=C/c1ccc[nH]1
 : -3	-13	2.4	0	0.1	1	-3	3	-5
O=C(NCc1ccccn1)C1CCCCC1
 : -22	2.8	0.2	1	1.5	-1	10	6	-4
Cc1nc(NC(=O)CSc2nnc3ccccn23)c(Cl)cc1Cl
 : 4	-0.7	0.1	0	0.2	1	-12	7	-2
CCOC(=O)c1oc2ccccc2c1NC(=O)C1CCCCC1
 : 17	0.7	5.1	-2	1.4	-1	-1	6	-2
CCOc1ccc(C)cc1S(=O)(=O)Nc1cccnc1
 : .	-0.5	0.6	.	0.4	-1	-3	11	.
CCn1c(=O)n(CC(=O)N2CC(C)CC(C)C2)c(=O)c2ccccc21 (stereo not drawn)
 : 21	-0.3	0.0	-1	-0.4	1	4	4	-1
CSc1ccc(S(=O)(=O)Nc2c(C)cccc2C)cc1
 : -12	-1.8	-0.3	2	1.7	3	-1	9	0
N/C(=N\NC(=O)c1ccc(Cl)cc1)c1cnccn1
 : 12	0.4	-0.3	0	1.0	17	-6	13	2
C=CCn1c(SCC(=O)O)nnc1-c1cccs1
 : -2	-0.4	0.1	0	0.6	1	5	9	2
Cc1ccccc1NC(=O)/C(C#N)=C\c1ccsc1
 : -13	1.4	0.1	0	0.4	6	1	10	0
COCCNC(=O)C(C)N(c1ccc(OC)cc1)S(C)(=O)=O (stereo not drawn)
 : 2	0.0	-0.4	1	-0.7	0	-6	4	-2
CC1CCN(S(=O)(=O)c2cccc(S(=O)(=O)N3CCOCC3)c2)CC1
 : -2	0.0	0.4	2	-1.0	1	1	5	-8
Cn1cc(CN2CCN(Cc3ccc4c(c3)OCO4)CC2)c(-c2ccccc2F)n1
 : 21	0.8	2.0	1	0.0	23	-9	8	1
Cn1c(CN2CCOCC2)nnc1SCC(=O)Nc1ccc2c(c1)OCCO2
 : 20	-1.9	0.1	-1	-0.6	0	1	6	-2
CC(C)(C)C(=O)Oc1cc(N)n(S(=O)(=O)c2ccccc2)n1
 : 26	0.4	0.9	-1	0.4	-12	-1	.	-5
O=C(/C=C/c1ccccc1)NC(NC(=S)Nc1ccc(C(=O)O)cc1)C(Cl)(Cl)Cl (stereo not drawn)
 : -1	2.7	1.5	14	1.1	4	0	7	2
CNC(=O)CSc1ncnc2c1cnn2-c1ccccc1
 : -18	-0.1	-0.9	-36	1.3	-14	-8	12	-1
COc1cccc(-n2c([S-])c(C(=O)Nc3ccc(C(F)(F)F)cc3)[n+]3ccccc23)c1
 : -22	1.0	0.4	2	-0.5	-1	-3	13	-1
COc1ccc(C(=O)NC2CCN(C(=S)Nc3cc(C)ccc3C)CC2)cc1
 : -13	-2.5	0.3	-1	-0.7	1	-7	10	3
Fc1ccc(N2Cc3ccsc3C=N2)cc1
 : -15	-0.2	-0.6	-1	0.7	25	-3	4	3
CN(CC1CCOCC1)C(=O)CC1C(=O)NCCN1C/C=C/c1ccccc1 (stereo not drawn)
 : -1	-0.4	-0.3	1	2.3	2	-10	2	1
CC(=O)Nc1nc2ccccc2n1CCOc1ccccc1Cl
 : -5&-22	0.3	-0.1	0	-2.8	5	-7	3&17	0
CCCc1cc(C(=O)Nc2ccc(C(C)=O)cc2)no1
 : 19	1.2	0.3	-1	1.1	23	0	12	0
COc1ccc([N+](=O)[O-])cc1NC(=O)COC(=O)Cc1cc(OC)c(OC)c(OC)c1
 : 4	0.8	0.6	-3	-0.6	6	-3	8	1
CCCC[n+]1ccn(-c2nc3ccccc3nc2[N-]S(=O)(=O)c2ccccc2)c1
 : 22	0.8	0.2	12	0.3	13	2	9	32
CCOC(=O)C1CCCN(CCC(=O)Nc2cccc(F)c2)C1 (stereo not drawn)
 : 38	-2.8	-0.1	-1	-0.3	2	2	22	3
CCOC(=O)/C(N=Nc1c(Br)cc(Br)cc1Br)=C(\C)O
 : 68*	-0.7	0.1	-3	0.4	-1	3	8	-2
CCOC(=O)c1ccccc1NC(=O)c1ccccc1SC
 : 12	-1.9	-0.2	-2	-0.4	-1	-2	11	0
CC(C)NCCCOc1ccc(C(C)(C)c2ccccc2)cc1
 : 2	0.1	0.3	-1	-2.1	3	-7	29	0
CCOC(=O)c1c(NC(=O)COC(=O)c2nc(Cl)ccc2Cl)sc2c1CCC2
 : 22	0.8	0.0	-1	0.5	5	0	7	-4
CCOC(=O)C(=O)N/N=C(/c1ccccc1)c1ccc(OC)cc1
 : 3	-1.1	0.0	0	1.1	15	-4	4	1

# Whole records from above. Values in the order: EP2 mod | TNF death inh | L929 necroptosis | Runt-CBFb FRET | PERK inhibitor | Hck Nef HTS | RBBP9 inh | PGE2 EP2 inh | Runt-SMMHC FRET
# CCCc1cc(C(=O)Nc2ccc(C(C)=O)cc2)no1 is entered as 19 | 1.2 | 0.3 | -1 | 1.1 | 23 | 0 | 12 | 0
# CCOC(=O)c1ccccc1NC(=O)c1ccccc1SC is entered as 12 | -1.9 | -0.2 | -2 | -0.4 | -1 | -2 | 11 | 0
# CCCC[n+]1ccn(-c2nc3ccccc3nc2[N-]S(=O)(=O)c2ccccc2)c1 is entered as 22 | 0.8 | 0.2 | 12 | 0.3 | 13 | 2 | 9 | 32
# COc1ccc([N+](=O)[O-])cc1NC(=O)COC(=O)Cc1cc(OC)c(OC)c(OC)c1 is entered as 4 | 0.8 | 0.6 | -3 | -0.6 | 6 | -3 | 8 | 1

# (next part)
# Every second line gives: EP2 mod	TNF death inh	L929 necroptosis	Runt-CBFb FRET	PERK inhibitor	Hck Nef HTS	RBBP9 inh	PGE2 EP2 inh	Runt-SMMHC FRET
CC(C)(CO)Nc1nc(Cl)nc(NC2CCCCC2)n1
 : 2	5.6	2.6	1	-1.0	13	-10	7	2
CC(C)C(=O)O/N=C(\N)c1ccc(Oc2ccc(Cl)cc2)c([N+](=O)[O-])c1
 : -20	-2.5	0.3	-2	0.1	15	-7	7	-12
Cc1ccccc1OCCN1C(=O)C(=O)c2cccc(C)c21
 : 12	1.7	-0.6	-2	1.1	4	-5	8	-6
Cc1ccc(F)c([C@H]2[C@H]3C=CC[C@@H](C)[C@@H]3C(=O)N2Cc2ccccc2)c1
 : 38	-4.3	5.0	2	.	23	.	3	-2
CCN(CC)c1ncnc2c1cnn2Cc1ccc(Cl)cc1
 : -22	-0.9	-0.7	-3	-0.4	21	-7	5	1
CCOC(=O)c1sc(NC(=O)CSc2nc3c(cc2C#N)CCC3)c(C#N)c1C
 : .	1.0	1.2	.	0.1	-7	-7	.	.

# Structures listed so far shown as hits in EP2 mod:
compound	EP2 mod	Runt-CBFb FRET	PERK inhibitor	Hck Nef HTS	RBBP9 inh	Runt-SMMHC FRET
CCOC(=O)/C(N=Nc1c(Br)cc(Br)cc1Br)=C(\C)O	68*	-3	0.4	-1	3	-2

# Source: PubChem BioAssay (several laboratories)

# These rows are one share of the data; count on the stated rates, not on these rows.
